High-throughput results (PubChem)
XBP1 UPR activ: activators of adaptive arm of unfolded protein response (XBP1). CHO-XBP1 luciferase reporter, IRE1-XBP1 UPR activation, luminescence; percent of tunicamycin response, DMSO as zero. activation, % at 20 µM. 0.33% of 330,000 active;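 active = versus positive control, 20 µM dose yields 30% or more activation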;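 note: 100% = tunicamycin at 10 µg/mL and 0% = DMSO only wells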
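Material – CHO cell line with stable XBP1 luciferase reporter · Buffer or medium – F12 plus 10% FBS · Compound – single point, 20 µM final compound, 1% DMSO · Schedule – 16-18 h cell attachment at 37 °C, then 6 h compound exposure · Signal – Steady-Glo luminescence read · Benchmarks – high control tunicamycin 10 µg/mL final, low control DMSO vehicle only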
tim23-1 inh: inhibits growth of tim23-1 mutant yeast; S. cerevisiae tim23-1 growth, BacTiter-Glo luminescence, 24 h; inhibition, % at 20 µM; 1.3% of 330,000 active;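 active = growth inhibition of the mutant yeast at or above 50%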;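 note: temperature-sensitive mutant grown at 25 °C; plate controls were DMSO-treated mutant yeast for no effect and medium wells lacking yeast for full effect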
UPR CHOP act: activators of apoptotic arm of unfolded protein response (CHOP). CHO-CHOP luciferase reporter, UPR activation, luminescence; percent of tunicamycin response over DMSO baseline. activation, % at 10 µM. 0.34% of 330,000 active. AID 449763;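 active = at 10 µM dose, activation of 40% or more, normalized to positive control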;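 note: 100% = tunicamycin at 10 µg/mL and 0% = DMSO alone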
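System: CHO-CHOP luciferase reporter cell line; amount: 500 cells/well; buffer or medium: F12 medium containing 10% fetal bovine serum; incubation: 6 h compound exposure at 37 °C after overnight seeding; measured by: luciferase luminescence after 10 min with Steady-Glo reagent; evaluation: % reporter activation, DMSO baseline versus tunicamycin full activation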
697 NFkB inh: lowers PMA/ionomycin-induced NF-kB signal in 697 B cells. 697 B-cell NF-kB luciferase reporter, 16 h. inhibition, % at 4 µM. 0.33% of 330,000 active; in the data active = inhibition above about 35%
Jurkat NFkB inh: lowers PMA/ionomycin-induced NF-kB signal in Jurkat cells; PMA/ionomycin-induced NF-kB luciferase reporter, luminescence; inhibition, % at 4 µM; AID 435003; 0.53% of 330,000 active; in the data active = inhibition above about 50%
APJ antagonist: APJ receptor antagonism; P35414; CHO-K1 APJ beta-arrestin complementation, luminescence; inhibition, % at 20 µM; 0.32% of 330,000 active;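 active = inhibition above about 40% at 20 µM, limit read from the data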;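 note: cells challenged with 10 nM apelin-13 agonist together with compound; plate controls were apelin-13 plus DMSO wells for no effect and DMSO wells lacking apelin-13 for full effect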
Target sequence (P35414 whole entry, looked up): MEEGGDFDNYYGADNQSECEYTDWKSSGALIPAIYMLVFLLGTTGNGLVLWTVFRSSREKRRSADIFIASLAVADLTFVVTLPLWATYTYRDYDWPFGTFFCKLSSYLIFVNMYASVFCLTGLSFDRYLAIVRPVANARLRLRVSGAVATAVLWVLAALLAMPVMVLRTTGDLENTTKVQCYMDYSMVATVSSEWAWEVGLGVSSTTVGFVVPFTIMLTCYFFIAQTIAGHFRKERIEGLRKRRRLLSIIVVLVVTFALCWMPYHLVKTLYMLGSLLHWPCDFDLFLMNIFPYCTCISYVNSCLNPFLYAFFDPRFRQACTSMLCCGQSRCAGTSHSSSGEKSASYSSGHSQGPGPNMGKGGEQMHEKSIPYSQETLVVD
Mdm2 MdmX PPI: disrupts the human Mdm2-MdmX interaction; O15151+Q00987; SaOS-2 split-luciferase Mdm2/MdmX complementation, luminescence; inhibition, % at 8 µM; 3% of 330,000 active; AID 485346;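 active = inhibition of at least 50% at 8 µM in the primary screen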
APJ ag: agonists of human APJ apelin receptor; P35414; CHO-K1 APJ PathHunter beta-arrestin, luminescence; 0% DMSO wells, 100% apelin; activation, % at 20 µM; 0.11% of 330,000 active; AID 2520;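 active = activation more than six SD over the plate average, tested at 20 µM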;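 note: 0% = DMSO alone and 100% = apelin-13 at 10 nM; some results filed as inactive read as strong as hits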
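Test system: CHO-K1 APJ beta-arrestin complementation cell line | Compound: Single test compound dose, 20 µM final, 1% DMSO | Incubation: Compound 90 min 25 °C, reagent 1 h | Measured by: beta-gal luminescence | Read-out basis: APJ–arrestin association signal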
An asterisk follows results filed as active.

Preview (five entries):
entry | Compound | XBP1 UPR activ | tim23-1 inh | UPR CHOP act | 697 NFkB inh | Jurkat NFkB inh | APJ antagonist | Mdm2 MdmX PPI | APJ ag
1 | CCO[C@H]1OC(C(=O)O)=C[C@@H](C2CCCCC2)[C@@H]1CCCO | 0 | -6 | 2.8 | 13 | 7 | -7 | -6 | -1
2 | COc1ccc(C(=O)CSc2nnnn2C)c(OC)c1 | 0 | 4 | 0.9 | 6 | 4 | -4 | -35 | -2
3 | O=[N+]([O-])c1ccc(C2CC(c3ccccc3)=Nc3ccccc3S2)cc1 (stereo not drawn) | -9 | 27 | -0.6 | -15 | -26 | 2 | 9 | 0
4 | O=C(COC(=O)c1cnccn1)NC1CCCc2ccccc21 (stereo not drawn) | 1 | -1 | 0.3 | 17 | 3 | 5 | -5 | -1
5 | Cc1ccccc1C(=O)NC1CCN(C(=O)N2CCOCC2)CC1 | 0 | -10 | -2.1 | 28 | 5 | 12 | 13 | -2

The whole of this part, previewed entries included:
entry | Compound | XBP1 UPR activ | tim23-1 inh | UPR CHOP act | 697 NFkB inh | Jurkat NFkB inh | APJ antagonist | Mdm2 MdmX PPI | APJ ag
1 | CCO[C@H]1OC(C(=O)O)=C[C@@H](C2CCCCC2)[C@@H]1CCCO | 0 | -6 | 2.8 | 13 | 7 | -7 | -6 | -1
2 | COc1ccc(C(=O)CSc2nnnn2C)c(OC)c1 | 0 | 4 | 0.9 | 6 | 4 | -4 | -35 | -2
3 | O=[N+]([O-])c1ccc(C2CC(c3ccccc3)=Nc3ccccc3S2)cc1 (stereo not drawn) | -9 | 27 | -0.6 | -15 | -26 | 2 | 9 | 0
4 | O=C(COC(=O)c1cnccn1)NC1CCCc2ccccc21 (stereo not drawn) | 1 | -1 | 0.3 | 17 | 3 | 5 | -5 | -1
5 | Cc1ccccc1C(=O)NC1CCN(C(=O)N2CCOCC2)CC1 | 0 | -10 | -2.1 | 28 | 5 | 12 | 13 | -2
6 | N#CC1=C(SCC(=O)NC2CC2)NC(=O)C(C#N)C12CCCCC2 (stereo not drawn) | -2 | 9 | 0.5 | 8 | -10 | 0 | -18 | -4
7 | COc1ccc(-c2csc(Nc3cc(C)ccn3)n2)cc1OC | 3 | 94* | 8.3 | -116 | -88 | -4 | -39 | -1
8 | c1ccc(CN2CCOCCOCCOCCOCC2)cc1 | -1 | 1 | -2.7 | 5 | -35 | -12 | -3 | -2
9 | Cc1ccc(C)c(NC(=S)NC(NC(=O)/C=C/c2ccccc2)C(Cl)(Cl)Cl)c1 (stereo not drawn) | 14 | 0 | 24 | 8 | 2 | -8 | 81* | 13
10 | Cc1ccc(C)c(N2CCN(C(=O)C(Cc3ccccc3)n3cccc3)CC2)c1 (stereo not drawn) | -4 | 35 | 0.6 | -13 | 11 | 11 | 50* | -3
11 | O=C(Nc1ccccc1N1CCOCC1)c1ccc(N2CCOCC2)c([N+](=O)[O-])c1 | 7 | -30 | 2.8 | -1 | 4 | 17 | 22 | 1
12 | CCCn1c(SCC(=O)N(CC)CC)nnc1-c1ccncc1 | -4 | 2 | -0.4 | 5 | 7 | -11 | -11 | -3
13 | CCOC(=O)c1c(NC(=O)COC(=O)CCOc2ccc(OCC)cc2)sc(C(=O)N(C)C)c1C | 1 | 23 | -0.2 | -13 | 6 | 14 | 2 | 13
14 | O=C(O)CCC(=O)NCc1ccc(F)cc1 | -3 | 6 | 0.0 | 10 | -2 | 2 | -6 | -4
15 | O=C1CCN(Cc2ccccc2)S(=O)(=O)c2ccc(C(F)(F)F)cc21 | -3 | 36 | 0.8 | -20 | 17 | 11 | 0 | -1
16 | CC1CCN(c2nc3c(c(=O)[nH]c(=O)n3C)n2CC(C)CSc2nnnn2-c2ccccc2)CC1 (stereo not drawn) | 0 | 15 | 1.6 | -24 | -4 | -23 | -6 | 0
17 | CCNC(=S)N1CCc2ccccc2C1 | -2 | -1 | 1.0 | -9 | 5 | 22 | 2 | -2
18 | Cc1cccc(OCc2nnc(SCC(=O)NC3CCCCC3)n2C)c1 | -5 | 13 | -1.3 | -10 | -15 | 4 | 3 | -3
19 | O=C(O)c1ccc(S(=O)(=O)N2CCOCC2)o1 | -5 | 9 | -0.5 | -5 | -8 | 19 | 7 | -1
20 | Cn1cc(C(=O)NCCN2CCN(c3cccc(Cl)c3)CC2)c2c3ccccc3n(C)c2c1=O | 0 | 26 | -0.3 | 23 | 5 | 22 | 18 | 2

(listing goes on)
entry | Compound | XBP1 UPR activ | tim23-1 inh | UPR CHOP act | 697 NFkB inh | Jurkat NFkB inh | APJ antagonist | Mdm2 MdmX PPI | APJ ag
21 | Cc1cccc(C(=O)Nc2ccc(C(=O)N/N=C/c3cccc(C)n3)cc2)c1 | -2 | 7 | 0.0 | 0 | -3 | -8 | 9 | 1
22 | CCOC(=O)c1c(C)[nH]c(C(=O)CN2CC(C)OC(C)C2)c1C (stereo not drawn) | 0 | 14 | -0.6 | -9 | -7 | 9 | 12 | 5
23 | CCS(=O)(=O)NCC(c1cccnc1)N1CCN(c2ccccc2OC)CC1 (stereo not drawn) | -1 | 8 | -0.6 | 11 | 4 | 12 | 4 | -3
24 | Cc1ccc(SCCC(=O)OCC(=O)Nc2ccc(S(N)(=O)=O)cc2)cc1 | -1 | 9 | 0.9 | 14 | 4 | -7 | -31 | -5
25 | COC(=O)c1ccc(C(C2C(=O)CC(C)(C)CC2=O)C2C(=O)CC(C)(C)CC2=O)cc1 | 0 | 18 | 2.1 | 17 | -5 | -1 | -2 | -3
26 | COc1cccc(CNC2CCCc3ccccc32)c1OC (stereo not drawn) | -1 | 5 | -0.2 | 8 | 4 | -8 | -28 | -3
27 | CN(C)C1C(=O)c2ccccc2C1=O | -1 | 1 | 2.0 | 13 | 3 | 7 | -20 | -3
28 | CC(=O)Nc1ccc(S(=O)(=O)Nc2nc3ccccc3nc2-n2ccc(=NC(=O)c3ccccc3)cc2)cc1 | 0 | 9 | 2.9 | -1 | 12 | -64 | 10 | 9
29 | COc1ccc(S(=O)(=O)n2ccc(-c3ccc(OCCN(C)c4ccccn4)cc3)n2)cc1 | -4 | 11 | 0.6 | -13 | 25 | -43 | 25 | -20
30 | CCOCC(=O)Nc1ccc([N+](=O)[O-])cc1C | -1 | 2 | -0.7 | 13 | 0 | -18 | -7 | -1
31 | O=C(NCc1cnn(-c2ccccc2)c1)C1CCC(=O)N(C2CC2)C1 (stereo not drawn) | 1 | 13 | 3.3 | 6 | 12 | 18 | 32 | -3
32 | CC(C)[C@H](NC(=O)c1ccc(F)cc1)C(=O)N(C)Cc1cccs1 | 0 | 13 | 0.9 | 9 | -3 | 6 | 10 | -3
33 | CC(=O)c1cccc(NC(=S)NC(=O)c2ccc(C)cc2Cl)c1 | 1 | -3 | 2.4 | -16 | -21 | 18 | -7 | -1
34 | N#Cc1c(-c2ccccc2)[nH]c(=O)[nH]c1=O | -2 | -4 | -0.4 | 6 | 13 | 0 | -4 | -4
35 | Cc1oc(-c2ccc(Cl)cc2)nc1CN1CCC(C(=O)NCc2cccnc2)CC1 | 0 | -4 | -2.5 | -3 | 2 | 2 | 11 | -1
36 | Cc1cc(OCCN2CC(C)OC(C)C2)ccc1[N+](=O)[O-] (stereo not drawn) | 0 | -1 | 1.7 | 13 | 6 | -2 | 14 | -4
37 | N#Cc1c(SCC(=O)Nc2cccc(C(F)(F)F)c2)sc2c(O)cc(=O)[nH]c12 | -5 | 19 | -1.2 | 1 | 0 | -22 | -15 | -1
38 | Cc1cc(=O)[nH]c(SCC(=O)Nc2nc(-c3ccccc3)cs2)n1 | -2 | 8 | 0.1 | 7 | 2 | 15 | 26 | 1
39 | C=CCOC(=O)/C(=C/c1ccco1)NC(=O)/C=C/c1ccccc1 | -1 | 24 | 3.1 | -40 | -25 | 1 | -11 | 3
40 | Cc1cc(N2CCC(C)CC2)nc(NCc2ccccc2)n1 | 9 | 19 | 6.0 | -28 | 53* | 9 | 80* | 6

More compounds
entry | Compound | XBP1 UPR activ | tim23-1 inh | UPR CHOP act | 697 NFkB inh | Jurkat NFkB inh | APJ antagonist | Mdm2 MdmX PPI | APJ ag
41 | Cc1ccc2cc(/C=C/C(=O)c3ccco3)c(Cl)nc2c1 | 1 | 80* | 4.1 | -12 | -21 | -2 | -26 | 1
42 | O=C(Nc1ncccc1O)c1ccc(OCC2CCCO2)cc1 (stereo not drawn) | -9 | -9 | -5.0 | -115 | -39 | -9 | 2 | -3
43 | O=C(Nc1cccc(F)c1)OC(CN1CCCCC1)C(F)(F)F (stereo not drawn) | 0 | 17 | -3.7 | -2 | -15 | -6 | 11 | -3
44 | CC(c1ccccc1)n1c(Cn2ncc3ccccc3c2=O)n[nH]c1=S (stereo not drawn) | -2 | -3 | 2.5 | -12 | 3 | -15 | -28 | 1
45 | NS(=O)(=O)c1cccc(NC(=O)CSc2nc3ccc(Cl)cc3[nH]2)c1 | 2 | -26 | -1.1 | -4 | 9 | -10 | 12 | 4
46 | O=Cc1ccc(Oc2cc(-c3ccccc3)nc(-c3ccccc3)n2)cc1 | 2 | 13 | 4.8 | 6 | 11 | -1 | 19 | 3
47 | Cc1nn2c(C)nc3sc4c(c3c2nc1=O)CC(C)(C)OC4 | 0 | 11 | -1.4 | 2 | 11 | 5 | -17 | -3
48 | Cc1cccc(-n2ncc3c2CCCC3NC(=O)C2CCOCC2)c1C (stereo not drawn) | -4 | 17 | 0.6 | -14 | 8 | 9 | 38 | -5
49 | CCCC(C(=O)Nc1ccncc1)c1ccccc1 (stereo not drawn) | -1 | 4 | 0.5 | -1 | 0 | -17 | -17 | 3
50 | CC(C)=CCN1CCN(Cc2cn[nH]c2C2CCCCC2)CC1CCO (stereo not drawn) | -2 | 9 | -1.1 | 17 | -7 | -7 | 8 | -2
51 | O=c1ccn(-c2cccc(C(F)(F)F)c2)nc1-c1ccn(-c2cccc(Cl)c2)n1 | -1 | 15 | -0.2 | -38 | 2 | 12 | -16 | -1
52 | CC(C)Cn1c(N)c(C(=O)COC(=O)c2nccnc2N)c(=O)n(C)c1=O | -3 | 7 | -1.1 | 13 | 7 | -36 | 18 | -2
53 | O=C(c1cc(Cl)nc2ccccc12)N1CCN(S(=O)(=O)c2cccc(C(F)(F)F)c2)CC1 | 1 | 14 | -0.7 | 13 | 20 | 14 | 22 | 0
54 | CCN1CCCC1CNS(=O)(=O)c1ccc(F)c(Cl)c1 (stereo not drawn) | 1 | -10 | -0.1 | -14 | -1 | 14 | -7 | -4
55 | O=C(NCc1ccccn1)C(=O)NCC(c1ccco1)N1CCOCC1 (stereo not drawn) | -1 | -3 | 1.8 | 5 | 14 | 9 | 18 | 3
56 | CCN(C(=O)c1ccc(NC(C)=O)cc1)c1ccccc1 | 1 | 5 | -2.1 | 2 | 7 | 3 | 1 | 1
57 | CCN(CC)c1ccc(C(=O)Nn2cnc3ccccc3c2=O)cc1 | 6 | 27 | 3.0 | -18 | -17 | -12 | 9 | 0
58 | O=C(COC(=O)c1cc(S(=O)(=O)N2CCCC2)ccc1O)Nc1ccc(SC(F)F)cc1 | -2 | 13 | 0.4 | 5 | 12 | -5 | 16 | -5
59 | C/C(=N\O)C(=O)Nc1ccccc1 | -1 | 21 | 0.0 | -32 | -45 | 4 | -24 | 3
60 | CCOC(=O)CC1=NS(=O)(=O)c2ccccc2N1 | 1 | -2 | 0.7 | 0 | -3 | 17 | -14 | 0
61 | CCOC(=O)c1cnc2c(c(C)nn2CC)c1NC1CC1 | 2 | 12 | -0.2 | -21 | -2 | 15 | 23 | 0
62 | CCCCCCCOC1(c2ccccc2)OC(=O)c2ccccc21 (stereo not drawn) | -3 | -3 | -1.1 | -1 | -3 | 32 | 9 | -7
63 | N#Cc1ccccc1OCC(=O)NCC(c1ccc(F)cc1)N1CCOCC1 (stereo not drawn) | -1 | 8 | -1.0 | 10 | -1 | -9 | 8 | -5
